# Bioassay records (PubChem)
# FLuc modulator: qHTS profiling assay for firefly luciferase inhibitor/activator using purifed enzyme and Km concentrations of substrates (counterscreen for miR-21 project). Luciferin 4-monooxygenase (Photinus pyralis), P08659. purified FLuc, Km substrates, luminescence inhibition. Potency, µM (titrated, usually from 57.5 µM), for inactives: top-dose activity change, negative = inhibition, usual class: inhibitors. 6.9% of 360,000 active. AID 588342, 2011;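 note: plate controls were vehicle for no effect and reference inhibitor for full effect; nearly all actives have a fitted effect of over 55% in size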
# Target sequence (P08659 whole entry, looked up): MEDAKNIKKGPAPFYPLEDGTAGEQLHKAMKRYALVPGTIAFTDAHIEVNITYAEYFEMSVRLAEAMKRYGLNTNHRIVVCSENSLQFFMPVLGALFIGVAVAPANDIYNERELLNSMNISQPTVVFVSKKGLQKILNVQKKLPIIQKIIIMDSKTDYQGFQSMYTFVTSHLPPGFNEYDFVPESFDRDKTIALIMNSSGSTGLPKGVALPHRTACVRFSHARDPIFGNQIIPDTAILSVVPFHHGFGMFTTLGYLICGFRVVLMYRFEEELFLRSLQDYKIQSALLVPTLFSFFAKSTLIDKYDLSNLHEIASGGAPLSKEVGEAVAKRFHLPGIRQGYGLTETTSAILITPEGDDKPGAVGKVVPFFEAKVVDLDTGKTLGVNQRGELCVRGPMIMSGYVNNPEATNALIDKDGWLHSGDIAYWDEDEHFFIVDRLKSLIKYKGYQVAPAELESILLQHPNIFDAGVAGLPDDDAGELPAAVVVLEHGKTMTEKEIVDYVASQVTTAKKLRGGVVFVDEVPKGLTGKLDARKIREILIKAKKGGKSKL
#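 Biochemical qHTS of compounds, final roughly 60 µM downward over six points, against 10 nM purified firefly luciferase using Km concentrations of substrates (10 uM D-luciferin, 10 uM ATP) in Tris acetate pH 7.5 buffer; luminescence output.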
# VP16 counter: VP16 counterscreen qHTS for inhibitors of ROR gamma transcriptional activity | Potency, µM (titrated, usually from 53.6 µM), inactives show top-dose activity, negative = inhibition, most hits filed as inhibitors | 3.5% of 310,000 active | Drosophila S2 Gal4-VP16 UAS-luciferase, luminescence, 20 h;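 note: Gal4-VP16 expression switched on by copper sulfate through the metallothionein promoter; % is set by controls: 0 for no effect and ±100 for the full control effect; nearly all actives have a fitted effect of over 50% in size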
# RORg inh: qHTS for inhibitors of ROR gamma transcriptional activity; Nuclear receptor ROR-gamma (Mus musculus), P51450; Drosophila S2 Gal4-RORgamma UAS-luciferase reporter, 20 h; Potency, µM (highest dose often 53.6 µM), for inactives: at the highest dose activity change, negative = inhibition, hits mostly inhibitors; 5.4% of 310,000 active; note: % is set by controls: 0 for no effect and ±100 for the full control effect; nearly all actives have a fitted effect of over 60% in size
# Target sequence (P51450 whole entry, looked up, the tested form may be a part): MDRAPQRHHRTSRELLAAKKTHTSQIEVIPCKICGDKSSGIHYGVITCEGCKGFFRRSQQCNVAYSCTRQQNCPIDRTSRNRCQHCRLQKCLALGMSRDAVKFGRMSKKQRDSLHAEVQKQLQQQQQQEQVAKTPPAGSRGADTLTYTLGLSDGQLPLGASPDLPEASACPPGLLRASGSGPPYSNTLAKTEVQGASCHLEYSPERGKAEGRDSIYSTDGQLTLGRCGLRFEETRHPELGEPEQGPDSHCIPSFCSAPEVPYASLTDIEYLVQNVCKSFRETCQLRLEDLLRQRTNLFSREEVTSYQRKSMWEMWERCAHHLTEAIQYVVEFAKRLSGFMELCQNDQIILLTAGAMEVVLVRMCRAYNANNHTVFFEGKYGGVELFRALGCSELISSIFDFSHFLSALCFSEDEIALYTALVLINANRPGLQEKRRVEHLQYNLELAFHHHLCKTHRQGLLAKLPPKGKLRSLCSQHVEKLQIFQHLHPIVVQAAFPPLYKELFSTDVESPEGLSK
#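 Using a luciferase readout, inhibitors were identified by reduced reporter activity in Drosophila cells coexpressing a copper-inducible Gal4–ROR gamma fusion and UAS-driven Photinus luciferase, incubated 20 hr after 700 uM copper sulfate.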
# NPC1 promoter act: qHTS Assay for NPC1 Promoter Activators. Huh7 NPC1 promoter luciferase reporter, 24 h. Potency, µM (series often up to 9.22 µM), inactives show at the top dose activation, most hits filed as activators. 2.4% of 320,000 active. AID 485313, 2010;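 note: % of control where 0% means no effect; nearly all actives have a fitted effect of over 60% in size; reporter is driven by a mutant NPC1 promoter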
#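 Compounds in DMSO were transferred onto Huh7 NPC1-luciferase reporter cells pre-incubated 2 h; after 24 h at 37 °C, Amplite reagent was dispensed and luminescence recorded 10 min later.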
# BRCA1 expr act: qHTS Assay to Identify Small Molecule Activators of BRCA1 Expression | MCF7-BRCA1-FFLuc reporter, luminescence, 48 h; response scale: scaled: vehicle 0%, 10 µM genistein 100% | Potency, µM (series often up to 46.1 µM), inactives show top-dose activation, most hits filed as activators | 1.1% of 380,000 active; note: nearly all actives have a fitted effect of over 80% in size; some results filed as inactive show a strong effect at the top dose
#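 Compounds are tested at multiple concentrations on MCF7 BRCA1-luciferase reporter cells seeded at 2000 per well; after 48 h, a single luminescence end-point is taken and curves fitted to the normalized data.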
# ELG1 genotox: qHTS screen for small molecules that induce genotoxicity in human embryonic kidney (HEK293T) cells expressing luciferase-tagged ELG1; 1.3% of 330,000 active; HEK293T ELG1-luciferase reporter, luminescence, 16 h; Potency, µM (titrated, usually from 46 µM), for inactives: at the top dose activity change, positive = activation, usual class: activators; note: % of control where 0% means no effect; nearly all actives have a fitted effect of over 60% in size
#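 Genotoxicity was scored as increased ELG1-luciferase reporter signal, measured by ONE-Glo luminescence (30 min, room temperature). Compound or vehicle exposure of the HEK293T reporter cells lasted 16 hr at 37°C.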
# Rab9 prom act: qHTS Assay for Rab9 Promoter Activators; Huh7 Rab9 promoter-luciferase reporter, luminescence, 24 h; Potency, µM (highest dose often 9.22 µM), inactives show at the highest dose activation, negative = inhibition, hits mostly activators; 2.8% of 320,000 active; AID 485297, 2010; note: % of control where 0% means no effect; nearly all actives have a fitted effect of over 60% in size
#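 Stable Rab9-luc Huh7, 1500 cells/well, 2 h settle; cmpd in DMSO, 24 h, 37 °C/5% CO2; luciferase reagent 10 min RT; luminescence.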
# MBNL1-CUG inh: qHTS Assay for Inhibitors of MBNL1-poly(CUG) RNA binding; Muscleblind-like protein 1 (Homo sapiens), Q9NR56; TR-FRET MBNL1-His/biotin-(CUG)12 binding, 665/545 ratio; Potency, µM (top dose mostly 57.5 µM), for the others: at the highest dose activity change, negative = inhibition, most hits filed as inhibitors; 0.036% of 280,000 active; AID 2675, 2010; active = well fitted inhibition curve with a large enough effect in the signal ratio, with a control signal flat, not every such curve was filed as active; inconclusive = small, poorly fitted or top-dose-only effect, or effect the other way, or a change in a side signal; inactive = no such curve, though single readings can be large or run the other way; the % refers to the signal ratio; note: % is set by controls: 0 for no effect and ±100 for the full control effect
#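 Compounds (final 92 nM to 58 uM) are added to His-tagged MBNL1 and biotin-(CUG)12, then terbium anti-His antibody and streptavidin-XL665 (5 nM final). After 60 min at room temperature, the 665/545 nm ratio is read.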
# p53 reactivation: qHTS assay for re-activators of p53 using a Luc reporter; H1299 p53-A138V BP100-luciferase reporter, luminescence, 24 h; 0.063% of 320,000 active; Potency, µM (doses to about 92.2 µM), for the others: at the top dose activity change, positive = activation, most hits filed as activators; AID 504706, 2011; note: % of control where 0% means no effect; nearly all actives have a fitted effect of over 45% in size
#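 H1299 (p53-null), stable ts p53-A138V + BP100-Luc; 1000 cells/well, Opti-MEM/10% FBS; cpd 4 pt, 1:5; 24 h, 37 deg C, 5% CO2; detection reagent 10 min RT; luminescence.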
# uPA generation: qHTS for Inhibitors of Cell Surface uPA Generation; cell surface uPA generation assay, qHTS; Potency, µM (top dose mostly 38.3 µM), for the others: top-dose activity change, negative = inhibition, actives largely listed as inhibitors; 0.31% of 330,000 active; AID 540303, 2011; active = well fitted inhibition curve with a large enough effect; inconclusive = small, poorly fitted or top-dose-only effect; inactive = no such curve, though single readings can be large or run the other way; tested in mouse RAW 264.7 cells; note: % is set by controls: 0 for no effect and ±100 for the full control effect; nearly all actives have a fitted effect of over 55% in size
# Starred values were filed as active, the others as inactive; ? = inconclusive; . = no result given; & = joins results of further samples; [ ] = another dose, or the depositor's remark. Unless noted, calls come from the whole dose curve; as a rule, active = well fitted curve in the direction sought with a large enough effect; inconclusive = small, poorly fitted or top-dose-only effect, or another doubt; inactive = no such curve, though single readings can be large; an effect the other way counts as inactive or inconclusive. Potency is the fitted concentration of half-maximal effect.
SMILES,FLuc modulator,VP16 counter,RORg inh,NPC1 promoter act,BRCA1 expr act,ELG1 genotox,Rab9 prom act,MBNL1-CUG inh,p53 reactivation,uPA generation
C=CCn1c(CNC(=O)c2ccccc2C)nnc1SCC(=O)NC1CCCC1,0%,-4%,11%,2%,1%,9%,-18%,1%,?,5%
CCC(NC(=O)C1CCC1)c1ccccc1 (stereo not drawn),3%,-1%,?,-3%,26%,0%,1%,-1%,-7%,6%
Cc1c(NC(=S)NC(=O)C(C)(C)C)cccc1[N+](=O)[O-],-1%,20µM*,14µM*,-3%,9%,0%,-3%,23%,?,2%
CCCCN(C(=O)CCNC(=O)NC12CC3CC(CC(C3)C1)C2)c1c(N)n(CCCC)c(=O)[nH]c1=O,3%,.,.,-2%,-6%,8%,-1%,.,-1%,3%
Cc1cc(OC(=O)N2CCOCC2)cc(C)c1Cl,3%,7%,11%,.,-23%,.,.,5%,.,-2%
COc1ccc(CN2C(=O)C(CC(C)C)Nc3ncnc(N4CCOCC4)c32)cc1 (stereo not drawn),-1%,.,.,-2%,11%,4%,2%,.,2%,-8%
COc1cc(/C=N/NC(=O)c2ccc(Cl)c(S(N)(=O)=O)c2)ccc1OCC(N)=O,1%,-9%,-5%,-5%,0%,-2%,-7%,?,0%,5%
C=CCn1c(C)nc2ccccc2c1=O,0%,-8%,0%,1%,18%,1%,-2%,4%,1%,-1%
O=C1CC(N2CCc3ccccc32)C(=O)N1c1ccccc1 (stereo not drawn),?,0%,37%,14%,20%,6%,17%,7%,9%,2%
COc1ccccc1C(=O)Nc1ccc2c(c1)CCCN2C(=O)c1ccccc1,9.5µM*,4%,12%,1%,-1%,-2%,4%,-2%,16%,-2%
N#Cc1c(N)nc2c(c1N)CC(CCl)O2 (stereo not drawn),-6%,-4%,-3%,7%,13%,17%,0%,.,2%,0%
CCOc1cc(NC(=O)c2cccs2)c(OCC)cc1NC(=O)c1ccccn1,2%,-1%,-9%,-4%,-2%,2%,0%,-12%,-1%,0%
COc1ccc(C(=O)/C=C/c2ccc(OCc3ccccc3)cc2)cc1CSCC(=O)O,-2%,16%,27%,0%,6%,8%,0%,-2%,2%,-10%
O=C(NCC1CCCO1)c1ccc(NC(=O)c2cccc(Br)c2)cc1 (stereo not drawn),3%,2%,22%,1%,0%,-3%,5%,1%,.,22%
Cc1ccc(-c2nc(C(=O)NCC3CCCO3)cc3c2[nH]c2ccccc23)cc1 (stereo not drawn),-5%,-8%,46%,-5%,-72%,-10%,-11%,3%,-1%,?
O=C(c1ccc(F)cc1)c1cc2ccccc2o1,11µM*,11%,?,?,11µM*,?,22%,18%,?,-4%
O=C1C2C(c3ccccc3)=NN(c3ccccc3)C2C(=O)N1c1ccccc1 (stereo not drawn),?,-5%,8%,-1%,-3%,1%,1%,.,12%,-3%
O=C(N/N=C/c1cccnc1)c1cccc(Br)c1,?,-2%,-13%,2%,-15%,5%,20%,?,-23%,-6%
Cc1cc(C)cc(OCC(=O)Nc2ccc(CN3CCCCC3)cc2)c1,0%,5%[10 µM],-3%,-2%,-4%,0%,12%,-4%,-3%,4%
C=CCOc1ccc(/C=N/NC(=O)CN2CCCCC2)cc1OC,-2%,-3%,-14%,1%,-23%,-1%,5%,9%,8%,-1%
CCCCC(=O)Nc1ccccc1C(C)C,-3%,-12%,-20%,-3%,.,-2%,-5%,7%,0%,.
O=C(NCC1CCCO1)C1CCC(N2C(=O)c3ccccc3C2=O)CC1 (stereo not drawn),1%,4%,-11%,-5%,15%,2%,1%,18%,-10%,1%
O=c1oc(-c2ccccc2)nc2c1C1(CCCCC1)Cc1ccccc1-2,5%,-1%,-25%,0%,12%,-3%,0%,-2%,-5%,-3%
C/C(=N\O)c1cc(Cl)cc(Cl)c1O,-1%,-2%,?,-4%,-25%,-3%,0%,-15%,-3%,-1%
CS(=O)(=O)c1ccccc1-c1nnc(-c2ccc(Cl)cc2)o1,?,-8%,24%,-4%,-5%,13%,?,.,2%,-4%
COc1cccc(C(=O)NOCc2ccccc2)c1OC,27µM*,.,.,?,60%,?,?,.,?,?
CCOC(=O)c1[nH]c2ccccc2c1NC(=O)COC,3%,11%,-9%,0%,0%,2%,-6%,15%,1%,-13%
Cc1nn(-c2cccc(Cl)c2)c2c1C(c1ccncc1)C(C#N)=C(N)O2 (stereo not drawn),0%,19%,7%,-3%,-3%,0%,1%,19%,-13%,-4%
O=C(Cc1cccs1)N[C@@H]1c2ccccc2CC[C@@H]1OCc1ccccc1,.,.,.,.,-6%,-1%,.,.,-3%,-2%
CC(C)=CCN1CCC(n2nccc2NC(=O)c2ccccc2Cl)CC1,1%,-9%,-1%,-1%,53%,2%,-6%,1%,10%,-19%
Cc1cccc(NC(=S)NNC(=O)CCn2cc(C)cn2)c1,2%,1µM*,0.11µM*,0%,8%,1%,-9%,3%,2%,-3%
COc1cc(OC)c(OC)cc1/C=C/c1cc(C(F)(F)F)[nH]c(=O)n1,0%,5%,1%,-5%,-26%,-1%,1%,5%,0%,-9%
COc1cc(O)c(C(CC(=O)N2CCCC(C)C2)c2ccc(N(C)C)cc2)c(OC)c1 (stereo not drawn),-2%,-9%,2µM*,-2%,-5%,1%,-2%,-3%,-2%,-6%
CC(C)(C)OC(=O)N1CCC(c2c(C(=O)NCC3CCN(C4CCCC4)C3)cnn2-c2ccc(F)cc2)CC1 (stereo not drawn),3%,-9%,-3%,0%,-3%,0%[9.26 µM],-2%,-1%,-6%,-3%
CSCC[C@H](NC(=O)OC(C)(C)C)C(=O)N1CCC(C(=O)N[C@H](C(=O)O)C(C)C)CC1,4%,-5%,-2%,14%,3%,2%,5%,2%,1%,8%
O=C(Nc1ccon1)c1csc2ccccc12,-10%,10%,-9%,4%,-9%,0%,-2%,-12%,3%,.
COc1ccc(C(=O)NCc2nnc(SCC(=O)Nc3nc4ccc(C)cc4s3)o2)cc1OC,?,7.9µM*,7.9µM*,14%,18%,?,11%,.,?,-1%
O=C1c2ccccc2S(=O)(=O)c2cc(C(=O)N(c3ccccn3)c3ccccn3)ccc21,14%,-7%,59%,-3%,-34%,9%,-2%,?,-1%,0%
O=C(OC(C(=O)NCc1ccccc1)c1ccccc1F)c1ccco1 (stereo not drawn),4%,-16%,-9%,0%,34%,-2%,4%,-2%,5%,2%
CCOc1ccc(NS(=O)(=O)c2ccc(C(=O)NCC(c3ccccc3OC)N3CCCC3)cc2)cc1 (stereo not drawn),0%,.,.,-3%,-18%,?,-10%,.,-4%,-5%
COc1ccc(S(=O)(=O)N2CCCCC2)cc1NC(=O)c1ccccc1,-2%,.,.,-4%,-1%,-2%,-12%,.,3%,0%
CC(=O)N(NC(N)=O)C(C)CC(=O)C1C(C)C=CCC1(C)C (stereo not drawn),2%,-6%,-4%,-8%,1%,0%,-3%,0%,2%,3%
O=C(/C=C/c1ccccc1)NC1CCS(=O)(=O)C1 (stereo not drawn),3%,-9%,3%,-2%,22%,0%,-6%,2%,0%,1%
COC(=O)c1ccc(CSc2nnc(CNC(=O)c3ccc(OC)cc3)o2)o1,2%,-2%,3%,-6%,11%,0%,-1%,-13%,-10%,1%
CN1OC(CC(=O)O)N(c2ccc(Cl)cc2)C1=O (stereo not drawn),-2%,-2%,2%,21%,0%,1%,4%,-3%,-3%,-1%
CCOc1cc(-c2noc(CCCC(=O)NC3CCCCC3)n2)ccc1OC,1%,-1%,16%,-3%,-18%,-9%,-6%,-1%,-5%,5%
C[n+]1c2n(c3ccccc31)N=C(c1ccccc1)CS2,-5%&-2%,6%&-27%,16%&-12%,-17%&-12%,-85%&-66%,-14%&-12%,-15%&-25%,?,27%&6%,-11%
CCCN1CCN(C(=O)Cn2cnc3ccc(S(=O)(=O)N4CCC(C)CC4)cc3c2=O)CC1,5%,-7%,-7%,-2%,-9%,2%,-9%,3%,0%,3%
O=C(NC1CCS(=O)(=O)C1)/C(=C/c1ccco1)NC(=O)c1ccccc1 (stereo not drawn),-1%,-13%,6%,-1%,-2%,-3%,-15%,?,9%,1%

# Molecules shown so far with an aryl thioether with sulfur outside any ring, in the order listed:
SMILES,FLuc modulator,VP16 counter,RORg inh,NPC1 promoter act,BRCA1 expr act,ELG1 genotox,Rab9 prom act,MBNL1-CUG inh,p53 reactivation,uPA generation
C=CCn1c(CNC(=O)c2ccccc2C)nnc1SCC(=O)NC1CCCC1,0%,-4%,11%,2%,1%,9%,-18%,1%,?,5%
COc1ccc(C(=O)NCc2nnc(SCC(=O)Nc3nc4ccc(C)cc4s3)o2)cc1OC,?,7.9µM*,7.9µM*,14%,18%,?,11%,.,?,-1%
COC(=O)c1ccc(CSc2nnc(CNC(=O)c3ccc(OC)cc3)o2)o1,2%,-2%,3%,-6%,11%,0%,-1%,-13%,-10%,1%
